KAT2A inh: blocks human GCN5L2 histone acetyltransferase; 390,000 compounds, 0.21% hits; Potency, µM (highest dose often 58.9 µM), without a hit: top-dose activity change, negative = inhibition, hits mostly inhibitors; AID 504327; GCN5L2 HAT assay, ThioGlo1 CoA-SH fluorescence
Target sequence (Q92830 whole entry, looked up): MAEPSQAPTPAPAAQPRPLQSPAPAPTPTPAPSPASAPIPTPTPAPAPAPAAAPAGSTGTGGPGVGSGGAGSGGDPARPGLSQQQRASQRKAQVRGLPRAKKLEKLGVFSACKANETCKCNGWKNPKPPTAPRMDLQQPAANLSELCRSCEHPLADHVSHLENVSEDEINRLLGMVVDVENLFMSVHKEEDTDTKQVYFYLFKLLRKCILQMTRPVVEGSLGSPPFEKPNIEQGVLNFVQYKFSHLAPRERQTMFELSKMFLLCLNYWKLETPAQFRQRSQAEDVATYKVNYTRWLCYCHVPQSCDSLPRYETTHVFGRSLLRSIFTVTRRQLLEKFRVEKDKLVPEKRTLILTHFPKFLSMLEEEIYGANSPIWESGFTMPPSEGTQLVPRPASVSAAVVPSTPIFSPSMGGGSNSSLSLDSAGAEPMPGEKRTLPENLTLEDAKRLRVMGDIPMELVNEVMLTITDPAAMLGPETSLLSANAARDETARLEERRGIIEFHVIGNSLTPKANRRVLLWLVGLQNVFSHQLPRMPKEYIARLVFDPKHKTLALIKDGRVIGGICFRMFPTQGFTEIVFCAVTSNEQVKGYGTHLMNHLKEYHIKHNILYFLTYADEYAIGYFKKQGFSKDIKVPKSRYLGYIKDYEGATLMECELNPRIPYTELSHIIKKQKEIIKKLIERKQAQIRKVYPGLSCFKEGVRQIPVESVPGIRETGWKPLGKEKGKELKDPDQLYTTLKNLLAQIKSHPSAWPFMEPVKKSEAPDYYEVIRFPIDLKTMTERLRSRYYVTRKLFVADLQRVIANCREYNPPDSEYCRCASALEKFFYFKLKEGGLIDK
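GCN5L2 (20 nM) in 50mM HEPES pH 7.5, 0.1mM EDTA, 0.01% Tween-20 preincubated 15 min with compounds at room temperature. Reaction started with H3(1-25) 75uM, acetyl-CoA 70uM, ThioGlo1 50uM; CoA-thiol fluorescence (Ex340/Em540) read at 0 and 20 min.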
TDP1 cell CPT: growth inhibition of DT40 Tdp1-/-;hTDP1 cells with camptothecin (screen for TDP1 inhibitors); chicken DT40 Tdp1-/-;hTDP1 cells + 20 nM CPT, ATP luminescence, 48 h; Potency, µM (doses to about 46.2 µM), for the others: at the highest dose activity change, negative = growth inhibition, actives largely listed as inhibitors; 420,000 compounds, 12% hits; note: nearly all actives have a fitted effect of over 55% in size
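Chicken DT40 Tdp1-/- cells complemented with human TDP1, 400 cells/well, exposed to compounds plus 20 nM camptothecin for at least 48 h at 37 C; viability read as ATP content by CellTiter-Glo luminescence.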
DT40 TDP1 no CPT: qHTS for Inhibitors of human tyrosyl-DNA phosphodiesterase 1 (TDP1): qHTS in cells in absence of CPT; DT40 Tdp1-/- hTDP1 cells, no CPT, ATP luminescence, 48 h; Potency, µM (top dose mostly 46.2 µM), without a hit: at the highest dose activity change, negative = growth inhibition, actives largely listed as inhibitors; 420,000 compounds, 15% hits; AID 686978, 2013; note: nearly all actives have a fitted effect of over 55% in size
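Chicken DT40 Tdp1-/- cells stably complemented with human TDP1 were seeded at 400 cells/well with DMSO in place of 20 nM camptothecin. After compound pinning, cells grew at least 48 hr at 37 °C; viability read by CellTiter-Glo luminescence.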
An asterisk follows results filed as active; ? = inconclusive; · = no result given; & = joins results of further samples; [ ] = another dose, or the depositor's remark. Calls come from the whole dose curve; as a rule, active = well fitted curve in the direction sought with a large enough effect; inconclusive = small, poorly fitted or top-dose-only effect, or another doubt; inactive = no such curve, though single readings can be large; an effect the other way counts as inactive or inconclusive. % is set by controls: 0 for no effect and ±100 for the full control effect; potency is the fitted concentration of half-maximal effect. Not all compounds are listed (hit frequency here may not be typical).

Values run as follows: KAT2A inh	TDP1 cell CPT	DT40 TDP1 no CPT
- O=C(NCc1ccc(Cl)cc1)C(=O)NCC(c1ccc2c(c1)OCO2)N1CCOCC1 (centres undefined)
→ -4.7%	?	?
- CCN1CCN(C(=O)c2ccc(N3CC4CC(C3)c3cccc(=O)n3C4)c(NC(=O)c3cc(OC)cc(OC)c3)c2)CC1 (centres undefined)
→ 0.0%	12.2%	15.8%
- COc1ccc(COCC(O)CN2CCN(S(=O)(=O)c3c(F)cccc3F)CC2)cc1OC (centres undefined)
→ ·	?	?
- CC1OC(n2cc(F)c(=O)[nH]c2=O)C(O)C1O (centres undefined)
→ ·	6.51µM*	3.66µM*
- Cc1ccc(S(=O)(=O)Nc2nc3ccccc3nc2N2CCc3ccccc3C2)cc1
→ -8.2%	-16.7%	-23.2%
- COc1ccc(N2CCN(C(=O)NC34CC5CC(CC(C5)C3)C4)CC2)cc1
→ -6.6%	?	23.1µM*
- Cc1ccc(SCC(=O)c2cc(C)c(OC(=S)N(C)C)c(C)c2)cc1
→ -2.1%	?	18.4µM*
- Cc1cc(=O)n2[nH]c(Nc3cccc(Cl)c3)nc2n1
→ ·	3.2%	-21.2%
- O=C(O)C1CCN(S(=O)(=O)c2cccc3nonc23)CC1
→ -1.4%	0.0%	8.3%
- COc1c2occc2c(OC(C)=O)c2c(=O)cc(C)oc12
→ -4.0%	-15.7%	?
- Cn1nc(-c2ccc(Cl)cc2)c2cc(C(=O)NC3CC3)sc21
→ -7.2%	?	?
- CN1CCC(N2CCN(C3CN(C4CCCC4)S(=O)(=O)C3)CC2)CC1 (centres undefined)
→ ·	-0.6%	1.4%
- CN(C)c1ccc(/C=C(\C#N)c2ccccn2)cc1
→ -14.4%	-28.5%	23.1µM*
- COC(=O)c1sc2cccc(F)c2c1S(=O)(=O)Nc1ccc(N(C)C)cc1
→ 7.1%	-5.0%	-22.4%
- Cn1c(=O)[nH]c(=O)c2c1nc(N1CCN(C(c3ccccc3)c3ccccc3)CC1)n2CCO
→ -0.6%	?	16.4µM*
- Cc1cccc(NC(=S)N2CCCCCC2)c1
→ -1.8%	-41.5%	?
- CCCN(CCC)S(=O)(=O)c1ccc(C(=O)Nc2nnc(COC)o2)cc1
→ -1.9%	?	?
- COc1ccc(NC(=O)CCSc2nc(-c3ccc(OC)cc3)cc(C(F)(F)F)n2)cc1
→ 1.6%	-24.7%	-17.8%
- COc1ccccc1-n1c(CCC(=O)O)ccc1-c1ccccc1
→ 1.3%	-0.6%	15.0%
- COc1ccccc1Nc1nnc(C)c(=O)[nH]1
→ 0.3%	7.7%	-6.5%
- COc1ccc(Cn2c(C)nc3c(c2=O)c2nc4ccccc4nc2n3Cc2ccco2)cc1
→ ·	14.6µM*	8.2µM*
- CCc1ccc(-c2nc(C)c(CCO)c(=O)[nH]2)cc1
→ -14.1%	-22.4%	-12.9%
- N[C@@H](CO)c1cn([C@@H](Cc2cc3ccccc3[nH]2)C(=O)N2CCNCC2)nn1
→ 2.4%	13.7%	-2.4%
- O=C(COC(=O)CNC(=O)c1ccc(Cl)cc1Cl)NCC1CCCO1 (centres undefined)
→ 0.7%	-3.3%	-12.8%
- Cc1nn(CC(=O)Nc2ccc3c(c2)oc2ccccc23)c(=O)c2ccccc12
→ -9.2%	?	?
- COc1ccccc1N1CCN(C(=O)CN(Cc2ccc(Cl)cc2)S(C)(=O)=O)CC1
→ -5.6%	?	?
- COCCn1c(=S)[nH]c2cc(C(=O)N3CCN(c4cccc(Cl)c4)CC3)ccc2c1=O
→ -4.9%	20.6µM*	4.11µM*
- Cc1cc(C(C)(C)CC(C)(C)C)ccc1OCCOCC[N+](C)(C)Cc1ccccc1
→ -15.2%	3.66µM*	4.11µM*
- O=C1CNC(=O)c2cc(Cl)ccc2N1
→ ·	-12.3%	-23.3%
- C=CCn1c(SCC(=O)NC(=O)Cc2ccccc2)nc2ccccc2c1=O
→ 2.9%	0.8%	1.8%

Two records picked at random from those above:
Values run as follows: KAT2A inh	TDP1 cell CPT	DT40 TDP1 no CPT
- COCCn1c(=S)[nH]c2cc(C(=O)N3CCN(c4cccc(Cl)c4)CC3)ccc2c1=O
→ -4.9%	20.6µM*	4.11µM*
- COc1ccccc1N1CCN(C(=O)CN(Cc2ccc(Cl)cc2)S(C)(=O)=O)CC1
→ -5.6%	?	?

Continuation.
Values run as follows: KAT2A inh	TDP1 cell CPT	DT40 TDP1 no CPT
- COc1ccc(OCc2nnc(SCC(=O)O)n2N)cc1
→ 0.6%	-28.1%	-15.6%
- CCOc1ccc(NC(=O)CSc2ncnc3c2sc2ccccc23)cc1
→ 1.5%&-14.7%	?	?
- COc1ccccc1NS(=O)(=O)c1ccc(N/N=C/C=C/c2ccccc2[N+](=O)[O-])c([N+](=O)[O-])c1
→ -7.3%	-11.4%	?
- COc1cc(OC)c(OC)cc1/C=C1\Oc2cc(OS(C)(=O)=O)ccc2C1=O
→ -9.2%	1.3%	-19.3%
- COc1ccccc1NC(=O)c1ccccc1Oc1ccccc1
→ 2.7%	-15.6%	?
- Cc1ccc(NC(=O)CN(C)C(=O)C2CCC2)cc1
→ ·	4.9%	-3.8%
- NC1=NC(=O)C(CC(=O)Nc2ccc3c(c2)OCO3)S1 (centres undefined)
→ -4.3%	14.7%	2.4%
- NC(=O)C1CCN(C(=O)c2cccc(NC(=O)c3nsc4ccccc34)c2)CC1
→ -18.8%	?	16.4µM*
- N#Cc1cccc(C(c2nnnn2C2CCCC2)N2CCC(Cc3ccccc3)CC2)c1 (centres undefined)
→ -3.8%	?	?
- Cc1nnc(SCc2ccccc2F)n1NCc1cccs1
→ 3.2%	1.9%	-12.1%
- COc1ccccc1/C=N/NC(=O)c1cccc(OC(F)(F)C(F)F)c1
→ -2.1%	-0.3%	?
- O=C(O)c1cc2cc(S(=O)(=O)O)ccc2cc1O
→ ·	-12.1%	6.2%
- CSc1ccc(/C=N/NC(=O)CNc2ccc3ccccc3c2)cc1
→ -16.7%	-3.3%	-29.2%
- Cc1cccc(C)c1Nc1cn[nH]c1
→ ·	-3.6%	-7.0%
- COc1ccc(CCNC(=O)COC(=O)COc2ccc(Cl)cc2)cc1OC
→ -6.2%	12.1%	21.6%
- Cc1ccc(S(=O)(=O)n2cccc2/C=C/[N+](=O)[O-])cc1
→ ·	2.91µM*	2.91µM*
- Cc1cccc(C)c1-n1nnnc1S(=O)(=O)Cc1ccccc1Cl
→ ·	-21.5%	-17.2%
- Cc1ccc(S(=O)(=O)n2oc(=O)c(C3CCCCC3)c2N)cc1
→ ·	0.4%	?
- CC(Sc1ncn[nH]1)C(=O)Nc1cc(C(F)(F)F)ccc1Cl (centres undefined)
→ -12.8%	-1.0%	-23.1%
- CCS(=O)(=O)c1ccc2oc(SCC(=O)NCc3ccccc3)nc2c1
→ -10.1%	7.2%	-10.2%
- O=C(NCCCc1ccc(F)cc1)C1CCC(=O)N(CC2CCCCC2)C1 (centres undefined)
→ -6.7%	?	?
- CNC(=O)c1cc(Nc2nnc(-c3ccc(C)c(S(N)(=O)=O)c3)c3ccccc23)ccc1OC
→ -7.7%	10.9%	-5.7%
- CN(c1cccc(NC(=O)CSc2ccc(Cl)cc2)c1)S(C)(=O)=O
→ -0.2%	10µM*	11.2µM*
- Cc1cc2c(C)nc(Cc3ccccc3)nc2o1
→ -9.4%	-12.0%	-19.1%
- CN1CC(c2ccccc2)Oc2ccccc2C1=S (centres undefined)
→ ·	-12.8%	-16.8%
- Cc1nn(C)c2c1c(C(F)(F)F)cc(=O)n2C(C)C(=O)N1CCN(c2ccccc2)CC1 (centres undefined)
→ 0.0%	23.1µM*	?
- CCCOc1ccc(/C=N/NC(=S)Nc2ccccc2[N+](=O)[O-])c(O)c1
→ -2.5%	5.8µM*	5.17µM*
- Cc1cccc(OCC(=O)O/N=C(\N)c2ccc(Br)cc2)c1
→ 36.9%[activator]	-0.9%	4.6%
- c1csc(CN2CCN(Cc3cccs3)C2c2cccs2)c1
→ -3.9%	2.7%	9.9%
- O=C(CSc1nc2cc(Cl)ccc2s1)N1CCN(C(=O)c2ccco2)CC1
→ -4.8%	?	?
- CCN(C(=O)c1cccc(F)c1)c1ccccc1C
→ 2.0%	?	?
- O=C(CCn1nc(-c2ccc(Cl)cc2)ccc1=O)N1CCN(c2ccc(F)cc2)CC1
→ 0.8%	?	20.6µM*
- COC(=O)c1c(C)c2c(c(C)c1O)OC(=O)c1c(C)c(Cl)c(O)c(Cl)c1O2
→ ?	?	-24.0%[9.04 µM]
- CCCCn1c(SCn2nnc3ccccc3c2=O)nc2cc(S(N)(=O)=O)ccc21
→ -9.9%	-23.9%	?
- COc1cc(NC(=O)CSc2nc(-c3ccc(C)cc3)nc3c2Cc2ccccc2O3)cc(OC)c1
→ 2.6%	?	?
- O=C(NCCc1csc(-c2ccc(Cl)cc2)n1)c1ccco1
→ -2.3%&-4.0%	?	14.6µM*
- COC(=O)c1cccc(C(=O)N2CCCC(CNC(=O)c3ccccc3Cl)C2)c1 (centres undefined)
→ 1.9%	-2.2%	11.1%
- CCOC(=O)C1CCCN(C(=S)Nc2cccc(Cl)c2C)C1 (centres undefined)
→ -2.3%	5.9%	-15.7%
- CCOC(=O)c1ccc(S(=O)(=O)N2CCN(c3nc(-c4cccs4)nc4ccccc34)CC2)cc1
→ ·	-19.8%	-22.2%
- Cc1nnsc1C(=O)N1CCN(c2ccc(C#N)cn2)CC1
→ -0.3%	6.8%	-0.6%
- CNS(=O)(=O)c1ccc(NC(=O)Nc2cccc(F)c2)cc1
→ -4.4%	2.5%	1.1%
- COc1ccccc1CNC(=O)c1ccc2c(=O)n(CCCN3CCCC3=O)c(=S)[nH]c2c1
→ ?	1.7%	-18.0%
- COc1ccccc1/C=C/CN1CCSCC1
→ -4.1%	4.3%	-4.6%
- Cc1ccc(C)c(NC(=O)Cn2nnc(C(=O)NCc3cccs3)c2N)c1
→ -10.7%	?	?
- O=C(O)c1n[nH]nc1-c1ccccc1
→ -25.9%	44.8%[activator]	0.1%
- Cn1nc(C(=O)NCc2ccc(Cl)cc2)c2c1-c1ccccc1SC2
→ -2.6%	?	?
- COc1ccccc1CNC(=O)CCCc1nnc2n(C)c(=O)c3sccc3n12
→ -8.0%	-4.7%	?
- Cc1cc(S(=O)(=O)Nc2cc3c(cc2N2CCOCC2)n(C)c(=O)n3C)ccc1F
→ -3.7%	23.1µM*	9.2µM*
- CCCCCCN1C[C@@H](O)[C@H](n2cc(C3CC3)nn2)C[C@@H]1c1ccccc1
→ ·	18.4µM*	16.4µM*
- COc1ccc(F)cc1S(=O)(=O)N1CCC2(CC1)OCCN2S(=O)(=O)c1ccccc1
→ -1.6%	?	-68.9%
- COc1ccc(C(=O)OCC(=O)c2ccc3c(c2)NC(=O)CO3)cc1OC
→ -2.0%	1.2%	8.4%
- Cc1ccc(S(=O)(=O)N2CCC(C(=O)NCc3ccncc3)CC2)cc1
→ -5.0%	-3.4%	-7.8%
- CC(=O)Nc1ccc(OCc2cccc([N+](=O)[O-])c2)cc1
→ -5.3%	16.4%	?
- CN(C)c1ccc(/C=C/c2ccc3c4ccccc4ccc3[n+]2-c2ccccc2)cc1
→ -5.8%	0.206µM*	0.164µM*
- CCOC(=O)c1cnc(-c2ccccc2O)nc1Cl
→ -10.9%	9.1%	-16.1%
- CCCCOc1ccc(CC(=O)NCC(=O)O)cc1
→ 0.3%	0.8%	2.7%
- CCC(CC)C(=O)OCC(=O)Nc1cc(OC)c([N+](=O)[O-])cc1C
→ -5.8%	-19.1%	?
- COc1ccc2c(c1)CCC(=O)[C@H](O)C[C@H](c1ccccc1)OC2=O
→ ·	?	?
- COc1ccc(C(=O)Nc2ccc(NC(=O)c3cccc(OC)c3)cn2)cc1
→ 1.9%	?	-16.2%
- Cn1cnc(S(=O)(=O)N2CCC(C(=O)N3CCN(c4ccccc4F)CC3)CC2)c1
→ -10.4%	1.1%	-1.7%

Following part:
Values run as follows: KAT2A inh	TDP1 cell CPT	DT40 TDP1 no CPT
- Cc1ccc(NS(=O)(=O)c2ccc3c(c2)c(=O)n(C)c(=O)n3C)cc1F
→ -9.6%[0.501 µM]	14.6µM*	16.4µM*
- Cc1cc(C)n(CCC(=O)Nc2ccc3c(c2)OCCO3)n1
→ -5.7%	-2.3%	-2.9%
- COC(=O)c1ccc(NC(=O)CNC(=O)C2CCCCC2)c(C)c1
→ -4.5%	-11.8%	-1.6%
- Cc1ccc(Nc2c(-c3ccco3)nc3ccc(C)cn23)cc1
→ -2.9%	-17.2%	-22.5%
- C/C(N)=C(/C#N)C(=O)CSc1nnc(-c2ccccc2)n1C
→ -10.5%	0.2%	-12.1%
- COc1ccc(OC)c(NC(=O)Nc2nc(CN)cs2)c1
→ ·	?	?
- Cc1ccc(S(=O)(=O)NCC(=O)NCC(=O)OCC(=O)NC(=O)NC(C)(C)C)cc1C
→ -1.2%	2.1%	-0.1%

From PubChem
